Screens: PubChem, several laboratories
MC4R barr agon = activates human MC4R beta-arrestin recruitment; actives 0.98% (n = 360,000); activation, % at 8.9 µM; P32245; U2OS MC4R beta-arrestin complementation, luminescence; percent of melanotan II response, DMSO zero; AID 540308;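 active = activation above a per-plate cutoff, the mean activation of sample wells on that plate plus 3 SD, cut at about 8% in these data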
Vif inh = blocks HIV Vif function; HEK293T cells, Vif self-association by quenched fluorescence, imaging, 24 h; AID 602346; actives 0.35% (n = 340,000); inhibition, % at 7.49 µM; in the data active = inhibition above about 50%, passing the limit was not always enough; inconclusive = no clear call, values can overlap the other calls; inactive = below about 31%; note: some results filed as inactive read as strong as hits
MC4R antagonist = antagonists of human melanocortin 4 receptor (MC4R); P32245; MC4R-expressing cells, MTII-stimulated cAMP, LANCE TR-FRET; inhibition, % at 6.5 µM; actives 0.48% (n = 360,000); AID 540295;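 active = inhibition above its plate's cutoff, the mean of tested wells on that plate plus 3 SD, cut at about 29% in these data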;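 note: 0% = Melanotan II alone and 100% = Melanotan II plus saturating MCL0020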
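Assay system: U2OS cells stably expressing human melanocortin 4 receptor (MC4R) / Dosing: 6.5 µM / Timing: compound 30 min, challenge 1 h, detection 1 h / Measured by: Eu-cAMP/anti-cAMP TR-FRET, emission 671 nm / Replicates: singlicate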
NOD2-RIPK2 inh = inhibitors of human NOD2-RIPK2 interaction; O43353; AID 624267; actives 0.38% (n = 360,000); inhibition, % at 4.98 µM; CHO BLA complementation NOD2-RIPK2, CCF4 ratio; in the data active = inhibition above about 21%;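 note: 0% = vehicle only and 100% = reference blocker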
Glyco luc inh = blocks N-linked glycosylation in D54 reporter cells; AID 588692; reporter increase, % at 12.5 µM; D54 ERlucT glycosylation luciferase reporter, 24 h; percent of 100 nM tunicamycin response; actives 0.23% (n = 360,000);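 active = mean luciferase reporter signal, scaled so untreated is 0 and the glycosylation-blocking control 100, at or above a set limit in every replicate; inconclusive = mean reaches the limit but not every replicate does; inactive = mean below the limit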;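 note: luciferase carries N-glycosylation sites so blocking glycosylation raises the light; 0% = median of neutral control wells and 100% = median of 100 nM tunicamycin wells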
ABCB6 inh 2 = blocks the human ABCB6 transporter; K562-ABCB6 porphyrin accumulation, flow cytometry, 1 h; hits give low values; fluorescence ratio to DMSO, % at 10 µM; actives 0.19% (n = 360,000);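 active = fluorescence ratio to DMSO below 75%, the collection mean minus 3 SD; inconclusive = too few cells collected in the well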;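 note: signal is porphyrin accumulated inside mitochondria; 100% equals median channel fluorescence of DMSO control wells; lower ratio means ABCB6 inhibition with less porphyrin fluorescence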
Target sequence (Q9NP58 whole entry, looked up): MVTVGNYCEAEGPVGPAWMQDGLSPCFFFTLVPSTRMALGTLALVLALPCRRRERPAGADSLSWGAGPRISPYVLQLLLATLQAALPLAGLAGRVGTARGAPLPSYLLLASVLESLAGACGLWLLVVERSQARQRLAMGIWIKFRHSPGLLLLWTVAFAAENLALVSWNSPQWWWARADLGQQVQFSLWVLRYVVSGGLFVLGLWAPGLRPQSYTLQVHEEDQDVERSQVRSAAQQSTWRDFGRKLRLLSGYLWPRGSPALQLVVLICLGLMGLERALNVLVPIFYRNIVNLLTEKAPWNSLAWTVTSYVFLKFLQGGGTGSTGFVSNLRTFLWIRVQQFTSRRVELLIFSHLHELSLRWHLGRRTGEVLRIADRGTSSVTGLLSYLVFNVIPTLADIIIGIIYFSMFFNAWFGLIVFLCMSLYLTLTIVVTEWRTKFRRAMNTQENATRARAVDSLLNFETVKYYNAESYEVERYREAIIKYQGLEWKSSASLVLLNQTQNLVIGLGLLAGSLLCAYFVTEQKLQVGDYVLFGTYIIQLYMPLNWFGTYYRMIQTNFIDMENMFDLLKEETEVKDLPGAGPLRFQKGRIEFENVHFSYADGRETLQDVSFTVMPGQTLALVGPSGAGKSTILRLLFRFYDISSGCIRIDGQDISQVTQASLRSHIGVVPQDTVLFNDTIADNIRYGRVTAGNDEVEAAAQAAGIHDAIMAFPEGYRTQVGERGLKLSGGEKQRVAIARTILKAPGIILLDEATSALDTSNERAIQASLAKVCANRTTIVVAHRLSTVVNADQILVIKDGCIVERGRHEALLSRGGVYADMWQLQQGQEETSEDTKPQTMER
ABHD5 PLIN5 PPI = inhibitors of human ABHD5-perilipin-5 interaction; Split G. princeps luciferase complementation, luminescence, 4 h; actives 0.78% (n = 360,000); AID 602281; inhibition, % at 4 µM;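 active = inhibition above the mean inhibition across every tested compound plus 3 SD, cut at about 22% in these data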;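 note: 0% = DMSO only wells and the 100% control is not disclosed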
Exocytosis inh = lytic granule exocytosis inhibition; TALL-104 LAMP-1 surface exposure, flow cytometry; cells stimulated with thapsigargin and PMA; inhibition, % at 10 µM; actives 0.66% (n = 360,000); AID 651702;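 active = inhibition above about 55%, limit read from the data; inconclusive = no clear call, values can overlap the other calls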
TLR9-MyD88 block = TLR9-MyD88 interaction inhibition; Q9NR96+Q99836; CHO BLA complementation TLR9-MyD88, CCF4 FRET ratio; inhibition, % at 4.98 µM; actives 0.21% (n = 340,000); AID 504734;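 active = inhibition above the mean over all tested compounds plus 3 SD, cut at about 21% in these data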;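 note: 0% = DMSO only wells and 100% = clavulanate BLA inhibitor control wells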
aDG glyco up = increases alpha dystroglycan glycosylation; Pro5-aDG cells, alpha-DG glycosylation AlphaScreen (IIH6); 0% Pro5, 100% B10-LARGE cell signal; activation, % at 10 µM; actives 0.22% (n = 360,000); AID 624168;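 active = activation of at least 8% versus controls, or a plate z-score of at least 8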;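 note: Pro5 are CHO cells carrying HIG-tagged alpha-DG that lacks glycosylation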
* marks the source's active call; other numbers are inactive results; ? = inconclusive; . = no result given.

SMILES	MC4R barr agon	Vif inh	MC4R antagonist	NOD2-RIPK2 inh	Glyco luc inh	ABCB6 inh 2	ABHD5 PLIN5 PPI	Exocytosis inh	TLR9-MyD88 block	aDG glyco up
Cc1nc(CCNC(=O)CC2C(=O)NCCN2Cc2ccccc2F)sc1C (configuration not stated)	-1.6	0	14	6	-2	98	-5	-3	2	-0.2
O=C(Nc1ccc(CN2CCOCC2)cc1)c1cc(Br)ccc1Cl	1.6	1	16	7	0	108	-5	9	2	0.4
COc1ccc(N=C2S/C(=C\c3ccco3)C(=O)N2CC(C)C)cc1	-1.9	6	7	-1	2	126	-1	0	-10	-0.2
CC1(C)N(OCc2ccccc2)C(=O)C(=O)N(OCc2ccccc2)C1(C)C	-2.6	-2	2	-6	-5	108	6	1	-4	0.0
CCC(CC)C(=O)N1CCN(Cc2nc3ccccc3c(=O)[nH]2)CC1	1.1	.	2	1	2	101	1	4	-10	-0.3
Cn1c(=O)c([N+](=O)[O-])c(NC2CCS(=O)(=O)C2)c2ccccc21 (configuration not stated)	-1.6	-4	16	-7	1	103	-8	-4	-4	-0.2
Cn1c(CNC(=O)c2ccccc2F)nnc1SCCOc1ccccc1	-0.2	6	7	-8	1	96	-1	22	5	0.1
CC(C)(CNc1ccc([N+](=O)[O-])cc1C#N)N1CCOCC1	-1.7	-3	7	-7	-1	93	-4	2	-9	0.0
C[C@H]1CN([C@@H](C)CO)C(=O)CCCn2nncc2CO[C@H]1CN(C)C(=O)c1ccc2ccn(C)c2c1	-0.8	-1	3	-15	3	95	-1	3	-8	-0.1
COc1ccc(C(C(=O)NC2CCCC2)N(CCN(C)C)C(=O)c2snc(C(N)=O)c2N)cc1 (configuration not stated)	0.4	10	-5	-16	0	100	4	9	-4	0.0
CC(C)Nc1ncnc2c1ncn2[C@H]1CN(C2CCCC2)C[C@@H](CO)O1	-2.8	1	18	-10	2	103	-9	-2	.	-0.5
CNC(=O)CSc1n[nH]c(-c2cc(Cl)ccc2OC)n1	-0.3	-1	8	-7	4	99	1	2	-11	0.1
Cc1cccc(C)c1Cn1c(C)c(C(=O)NCc2ccc([N+](=O)[O-])cc2)sc1=O	-0.1	-7	2	-4	-9	101	-4	-4	.	0.1
COc1ccc(NC2CCCN(C(=O)CCCN3CCCCC3=O)C2)cc1 (configuration not stated)	-1.8	-3	-5	-10	1	92	3	0	-5	-0.2
CN(C)c1ccc(S(=O)(=O)N2CCCCC2)cc1NC(=O)CCNC(=O)c1ccc(Cl)cc1	0.5	-9	-3	-2	-3	101	-3	6	-6	0.1
COCCCNC(=S)N1CCN(c2nc(-c3cccc(OC)c3)cs2)CC1	-0.7	-6	19	2	-2	95	-2	-3	1	0.1
CCC(C)c1ccc(NC(=S)NC(C)C2CCCO2)cc1 (configuration not stated)	-2.3	3	0	-3	-1	94	-3	5	-1	-0.1
CCN1C(=O)[C@H]2[C@@H](c3ccc(C)cc3)N3C(=O)N(c4ccccc4)C(=O)[C@@]3(Cc3ccccc3)[C@H]2C1=O	-0.1	14	6	-3	2	99	-4	-3	-4	0.0
O=C(COc1ccccc1[N+](=O)[O-])OCC(=O)c1ccc(Br)s1	-1.3	-1	45*	-3	4	92	-3	1	-7	0.1
Clc1ccc(Nc2nc(N3CCOCC3)nc(N3CCOCC3)n2)cc1Cl	-1.5	3	2	-2	-12	95	-10	3	13	0.1
Fc1cccc(CCN2C(=S)NC[C@@H]2CC2CCCCC2)c1	2.6	-5	-4	2	-7	100	0	0	-13	1.7
O=C(c1ccc(N2CCN(C(=O)c3ccccc3Br)CC2)cc1)c1cccc(F)c1	0.8	-38	13	7	0	97	3	5	0	0.4
CCn1cc(Cl)c(C(=O)NNC(=O)CCn2nc(C)c([N+](=O)[O-])c2C)n1	-2.9	1	6	-2	0	99	2	?	6	-0.2
CCOc1ccc(N(CC(=O)NCc2ccccc2)C(=O)Cn2nnc(-c3ccc(C)o3)n2)cc1	-3.8	-8	3	3	-2	102	-2	24	-7	0.1
CC(CNC(=O)c1cc(COc2ccc3ncccc3c2)on1)c1ccccc1 (configuration not stated)	-2.5	.	-2	-3	.	97	-1	28	1	4.7*
CN(Cc1ccon1)C(=O)CC1C(=O)NCCN1CC1CCCCC1 (configuration not stated)	1.0	-7	-3	-3	-2	106	2	-2	1	0.2
CC1=NN(Cc2ccccc2)C(=O)/C1=C\c1ccc(N(C)C)cc1	-1.8	-7	-26	2	8	96	4	0	9	-0.3
COc1ccc2[nH]cc(/C=C/c3cc[n+](C)cc3)c2c1	0.1	.	-21	0	2	315	2	-1	6	0.1
COc1ccc(NC(=S)N(CCN(C)C)Cc2cccs2)cc1	1.7	1	-1	1	-1	101	6	-3	2	-0.2
CCOC(=O)N1C(=O)[C@@](c2ccc(Cl)cc2)(C(C)C)N1C(=O)OCC	-1.1	8	8	-2	-4	96	10	12	-6	0.1
O=C(Nc1ccc(Cl)c(Cl)c1)c1ccncc1	-0.8	.	-1	-11	1	90	1	0	4	0.2
O=C(CSC1=NCCS1)Nc1ccc(S(=O)(=O)NC2CCCCC2)cc1	-2.0	8	-8	6	1	97	-13	-1	0	0.1
Cc1nnc(SCC(=O)N2CCc3ccccc3C2)s1	-2.5	4	-3	-9	2	91	-2	-2	4	-0.2
CCc1ccc(OCC(=O)NNC(=O)Cc2ccc(S(=O)(=O)N3CCOCC3)s2)cc1	0.1	3	0	-9	2	98	-14	-3	-5	-0.1
CCCCCn1nc(C(=O)OCC(=O)c2c(N)n(C)c(=O)n(C)c2=O)c2ccccc2c1=O	-0.8	-6	8	0	2	92	4	11	-6	-0.2
Cc1cc(NC(=O)COC(=O)c2c(C)c(C)c(C)c(C)c2C)no1	4.1	-9	10	2	1	98	-7	0	-11	-0.1
Cc1ccc(NC(=O)CSc2nnc(C)c(=O)[nH]2)cc1C	0.0	-6	17	8	1	101	3	-1	-3	-0.3
CC(O)(c1ccccc1)c1nc(-c2cccc(C(F)(F)F)c2)cs1 (configuration not stated)	2.5	.	-2	15	2	104	-12	3	.	-0.2
S=C(NCCc1ccccc1)NC1CC1	-2.1	-2	5	-2	4	102	-8	-3	4	-0.4
CCN(c1nc(C)cc(OC)n1)S(=O)(=O)c1ccccc1	-1.6	1	15	-3	-1	103	2	0	-3	0.0
Cc1ccc(C(=O)N/C(=C\c2cccnc2)C(=O)N2CCCC2)cc1	0.0	-6	5	4	1	95	-8	-6	-1	-0.1
Cn1cc(Br)c(NC(=O)/C=C/C(=O)O)n1	0.7	3	17	-14	0	96	3	0	-2	0.0
Cc1nc(COc2cc3oc(=O)cc(C)c3cc2Cl)cs1	-0.6	0	8	1	-1	98	0	-6	-1	0.1
CN(C)S(=O)(=O)c1ccc(C(=O)Nc2ccccc2C(=O)NCCCN2CCOCC2)cc1	2.0	1	0	-3	1	101	-2	-3	2	-0.4
Cc1ccc(C(=O)Nc2cnc3ccccn3c2=O)cc1	-2.1	5	-7	-8	-6	96	-3	-5	-10	0.0
CCN(CC)C(=O)c1ccc(Nc2nnc(-c3ccc(O)cc3)c3ccccc23)cc1	1.2	-6	13	-9	2	100	-14	12	-4	-0.1
COc1ccc(-n2c(SCC(=O)NCC3CCCO3)nc3c(c2=O)SCC3)cc1 (configuration not stated)	-0.1	9	0	-6	1	93	-5	-3	-10	0.0
O=C(CSc1nc2cc(Cl)ccc2o1)NC1CC1	-4.0	-2	1	-1	0	99	-3	-2	2	0.0
COc1ccc(S(=O)(=O)N2CCCCCC2)cc1NC(=O)CCNC(=O)c1ccc(Cl)cc1	-1.4	.	6	-5	1	96	4	-6	1	-0.2
CCC(=O)Nc1c(-c2ccc3ccccc3c2)nc2ccccn12	1.1	-10	22	0	-2	107	-2	2	7	0.2
CC(C)C1NC(=S)N(Cc2ccccc2)C1=O (configuration not stated)	-0.3	-5	11	7	-1	92	2	-1	-3	0.3
C[N+]1(CCCOC(=O)C2(c3ccccc3)CCCC2)CCOCC1	-0.8	1	3	5	1	108	3	-1	9	0.0
Cc1cccc(Oc2ncnc3onc(C)c23)c1C	-0.5	8	8	-9	1	90	-2	-3	-4	-0.2
CCN1CCN(C(=S)NCC2CCCO2)CC1 (configuration not stated)	0.0	8	4	-7	-1	98	1	-1	4	0.1
O=C(CCCn1c(=O)c2sccc2n(Cc2ccc(F)cc2)c1=O)NCc1ccco1	0.9	-13	-4	-4	10	104	0	0	-5	0.2
Cc1ccc(C)c(OCCC(=O)NNC(=O)Cn2nc(C)cc2C)c1	-0.9	-10	9	-3	1	94	1	-9	-1	1.0
O=C(Cn1sc2ccccc2c1=O)Nc1ccc(F)cc1	-3.2	-10	12	25*	2	100	58*	64*	11	-0.2
O=C(NCc1ccccc1)C1CCCN(S(=O)(=O)c2cccs2)C1 (configuration not stated)	1.4	-2	-2	4	-2	92	6	-6	-4	-0.1
Cc1ccc(NNC(=O)CCc2ccccc2)c(C)c1	-0.1	8	-1	2	0	101	-5	-8	-6	0.0
COc1ccc(C)cc1N(CC(=O)NC1CCCC1)C(=O)Cn1nnc(-c2ccc(C)o2)n1	0.9	-8	11	-3	-1	100	-2	-4	5	0.0

Going on with the list:
SMILES	MC4R barr agon	Vif inh	MC4R antagonist	NOD2-RIPK2 inh	Glyco luc inh	ABCB6 inh 2	ABHD5 PLIN5 PPI	Exocytosis inh	TLR9-MyD88 block	aDG glyco up
O=C(O)CSc1cc(NS(=O)(=O)c2ccc(Br)cc2)c2ccccc2c1O	-2.8	1	-2	-2	14	101	5	-16	10	3.4*
O=C1C2CCCCN2C(=O)N1CCN1CCN(c2ccc(F)cc2)CC1 (configuration not stated)	-0.8	2	8	-6	0	96	-14	-6	0	0.0
Cc1ccc(CN2CCCCC2C(=O)Nc2ccc(Oc3cccnc3)cc2)o1 (configuration not stated)	-5.7	-6	-24	3	12	102	3	0	-3	-0.2
O=S(=O)(Nc1ccccc1)c1ccc(-c2csnn2)cc1	-1.2	3	-6	-17	0	107	-4	0	3	0.1
COC(=O)C1CC23C=CCN4CCC5(c6ccccc6NC15C2C)C43 (configuration not stated)	-2.1	?	-23	7	9	99	4	11	6	-0.1
COc1cc(C2N=C(c3ccccc3)NO2)cc(Br)c1O (configuration not stated)	-0.5	3	7	2	4	101	1	6	6	-0.2
CC1(C(=O)NS(=O)(=O)c2cccc(OC(F)F)c2)CCN1C(=O)Cc1cccs1 (configuration not stated)	0.2	-6	1	-2	0	92	3	-2	.	0.0
CCOc1cc(C2C(C(=O)OCC(C)C)=C(C)N=C3SCCC(=O)N32)ccc1OC(C)=O (configuration not stated)	-0.1	-6	6	-5	0	100	0	-1	-5	-0.2

Some of the compounds tested, so the mix of outcomes need not match the whole.
